Assay outcomes: PubChem, several laboratories
FID counter: counter-screen for HCV NS3 helicase inhibitors: DNA intercalator displacement; DNA fluorescent intercalator displacement, fluorescence; inhibition, % at 7.9 µM; hit rate 0.17% among 290,000; in the data active means inhibition above about 37%;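 further: 0% = vehicle and 100% = reference compound; higher means more ethidium bromide displaced from hairpin DNA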
VIM-2 inh: inhibitors of Pseudomonas aeruginosa VIM-2 metallo-beta-lactamase; AID 1527; hit rate 0.89% among 290,000; purified VIM-2, nitrocefin hydrolysis, epi-absorbance fluorescence; inhibition, % at 5.6 µM;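 active means inhibition above the mean of all tested compounds plus 3 SD, cutoff set per screening run, cut at about 7.5% in these data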;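 further: red hydrolysis product quenches plate fluorescence so inhibitors raise well fluorescence; 0% = enzyme with DMSO and 100% = DMSO without enzyme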
NS3 helicase inh: blocks Hepatitis C virus NS3 helicase unwinding; NS3 helicase DNA unwinding, Cy5 molecular beacon fluorescence; inhibition, % at 10.9 µM; hit rate 0.56% among 290,000;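 active means inhibition above the mean of all tested compounds plus 3 SD, set per campaign, cut at about 35% in these data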;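 further: 0% = DMSO wells and 100% = thioflavine S control wells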
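test system = hepatitis C virus NS3 helicase domain fragment enzyme | reagent = annealed dual-labelled DNA beacon duplex, ATP-started | times = 1 h at 25 °C | detection = Cy5 fluorescence, 0 and 60 min reads | read-out basis = percent inhibition from t60/t0 fluorescence ratio | control set = DMSO and thioflavine S | replication = one well per compound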
PHOSPHO1 block: PHOSPHO1 (human) inhibition; Q8TCT1; recombinant PHOSPHO1, absorbance phosphatase assay; inhibition, % at 13.3 µM; hit rate 1.1% among 290,000; in the data active means inhibition above about 60%
MEKK3 PB1 HTS: MEKK3-MEK5 PB1 interaction, increase or decrease | Q99759 | bead-based flow cytometry, Alexa488-MEK5 binding to MEKK3; actives lie on both sides; 0 = blocked by unlabeled MEK5, 100 = vehicle | binding response (% of control), % at 10 µM | hit rate 1.4% among 290,000 | AID 1529;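 active means binding response more than 3 SD above or below the average of its plate-row segment, actives on both sides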;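 further: Alexa488 bead fluorescence after subtracting the streptavidin-only scavenger bead signal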
IDE act: activators of human insulin-degrading enzyme in cells. HEK cells, FAbeta-B cleavage, fluorescence polarization; 0% vehicle, 100% cell-free pure enzyme wells. activation, % at 5.96 µM. hit rate 0.073% among 340,000;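 active means activation above the mean of all tested compounds plus 3 SD, set per screening campaign, cut at about 17% in these data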
p-CIP stab down: lowers stability of the mouse p/CIP coactivator protein. Q05BA5. F442A p/CIP-EGFP cells, EGFP fluorescence, 16 h. decrease of EGFP signal, % at 10 µM. hit rate 0.01% among 290,000. AID 1984;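 active means EGFP signal decrease of at least 30% at 10 µM or well 3 SD below plate mean, unless failing retest; inactive means the rest, including hits failing retest or dose response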; further: some compounds called inactive have numbers as strong as hits; many of its hits are not listed in these tables
Target sequence (Q05BA5 1-1403): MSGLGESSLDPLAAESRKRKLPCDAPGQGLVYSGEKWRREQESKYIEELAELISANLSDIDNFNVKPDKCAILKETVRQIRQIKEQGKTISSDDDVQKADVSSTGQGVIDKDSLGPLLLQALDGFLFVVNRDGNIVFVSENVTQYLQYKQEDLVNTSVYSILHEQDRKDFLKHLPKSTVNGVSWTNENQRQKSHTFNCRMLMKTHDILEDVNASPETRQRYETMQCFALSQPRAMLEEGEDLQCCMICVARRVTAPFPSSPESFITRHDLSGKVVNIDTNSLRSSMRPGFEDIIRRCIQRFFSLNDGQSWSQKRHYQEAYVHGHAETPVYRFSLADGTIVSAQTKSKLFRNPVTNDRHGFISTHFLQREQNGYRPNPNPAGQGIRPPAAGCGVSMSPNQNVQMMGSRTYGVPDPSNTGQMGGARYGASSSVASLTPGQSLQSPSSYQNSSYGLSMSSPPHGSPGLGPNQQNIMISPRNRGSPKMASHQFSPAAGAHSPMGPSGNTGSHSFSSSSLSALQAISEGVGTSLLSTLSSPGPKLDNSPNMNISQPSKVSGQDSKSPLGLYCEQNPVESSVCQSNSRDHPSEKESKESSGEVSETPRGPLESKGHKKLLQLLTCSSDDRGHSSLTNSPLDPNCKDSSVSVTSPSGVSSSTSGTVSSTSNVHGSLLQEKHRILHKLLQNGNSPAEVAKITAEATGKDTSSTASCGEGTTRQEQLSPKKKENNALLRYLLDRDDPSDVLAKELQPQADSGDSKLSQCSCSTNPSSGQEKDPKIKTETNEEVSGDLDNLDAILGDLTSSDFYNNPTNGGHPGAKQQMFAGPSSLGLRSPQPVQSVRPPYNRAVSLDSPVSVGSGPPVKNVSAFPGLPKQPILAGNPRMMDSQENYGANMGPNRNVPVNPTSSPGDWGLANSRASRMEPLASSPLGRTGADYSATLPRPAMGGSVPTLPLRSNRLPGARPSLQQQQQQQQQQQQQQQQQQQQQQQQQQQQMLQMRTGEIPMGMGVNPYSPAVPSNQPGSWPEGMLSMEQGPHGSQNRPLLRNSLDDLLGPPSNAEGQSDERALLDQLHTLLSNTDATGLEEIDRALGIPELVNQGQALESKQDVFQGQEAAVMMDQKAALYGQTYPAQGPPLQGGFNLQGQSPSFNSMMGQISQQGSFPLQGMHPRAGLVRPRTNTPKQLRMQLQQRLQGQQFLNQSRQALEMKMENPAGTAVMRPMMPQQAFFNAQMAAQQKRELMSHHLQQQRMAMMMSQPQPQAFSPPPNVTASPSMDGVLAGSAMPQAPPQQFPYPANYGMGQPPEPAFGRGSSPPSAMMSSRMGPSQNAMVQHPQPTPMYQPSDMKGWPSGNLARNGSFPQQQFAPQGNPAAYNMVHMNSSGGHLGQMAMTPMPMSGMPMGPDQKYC
UBC9 SUMO inh: blocks human SUMOylation mediated by UBC9; inhibition, % at 35 µM; hit rate 0.36% among 290,000; AID 2006; HTRF SUMOylation assay, SAE1/SAE2 + UBC9, in vitro; in the data active means inhibition above about 50%, passing the limit was not always enough; further: strong numbers were not always called active
IMP-1 inh: blocks Pseudomonas aeruginosa IMP-1 metallo-beta-lactamase; inhibition, % at 5.6 µM; hit rate 0.45% among 290,000; AID 1556; purified IMP-1, nitrocefin hydrolysis, epi-absorbance fluorescence;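 active means inhibition above the mean plus 3 SD of all compounds in the same screening run, cut at about 4.5% in these data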;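 further: 0% = IMP-1 with DMSO and 100% = DMSO wells lacking enzyme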
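Material – recombinant IMP-1 enzyme, purified · Amount – IMP-1 0.2 nM before substrate addition · Medium – HEPES buffer pH 7.1 with ZnSO4 and Brij 35 · Timing – 25 °C, 15 min preincubation, 25 min reaction · Measured by – plate fluorescence quenching by hydrolysis product, ex 480/em 530 nm · Read-out – percent enzyme inhibition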
* marks the source's active call; other numbers are inactive results; x = not tested or not shown; [ ] = dose if it differs, or a comment. This is a subset; rates above refer to the full screens.

Molecule	FID counter	VIM-2 inh	NS3 helicase inh	PHOSPHO1 block	MEKK3 PB1 HTS	IDE act	p-CIP stab down	UBC9 SUMO inh	IMP-1 inh
O=C(Oc1ccc2c(c1)CCC2)N1CCOCC1	-7	0.6	-3	4	90	-1	-6	-6	-6.1
NS(=O)(=O)c1ccc(CCNC(=O)c2cc(-c3ccccn3)nc3ccc(Br)cc23)cc1	-5	-4.8	5	-27	97	1	-11	16	-1.4
O=C(c1cccs1)N1CCC(c2nc3c(nnn3Cc3c(Cl)cccc3Cl)c(=O)[nH]2)CC1	-38	-0.8	2	46	100	-3	6	-5	-1.1
O=C(Nc1ccccc1N1CCOCC1)c1cccnc1Cl	47*	1.4	53*	4	75	3	-1	-1	47*
O=C(Oc1ccc2c(c1)OCO2)c1ccncc1	-4	-1.5	2	17	98	4	0	-10	-2.6
CC(=O)c1c(C)[nH]c(C(=O)OCc2ccc(F)cc2Cl)c1C	-4	-1.6	-1	36	98	-4	8	-10	-4.0
O=C(CSc1nccn1-c1ccc(F)cc1)Nc1ccc2c(c1)OCO2	-9	-4.2	17	-9	96	1	-14	5	-3.7
COc1cc2c(cc1OC)C(C(=O)Nc1ccc3c(c1)OCCO3)C1c3ccccc3CCN1C2=O (stereo not given)	-24	-1.5	-13	-5	100	3	-15	-12	-3.1

As entered above:
CC(=O)c1c(C)[nH]c(C(=O)OCc2ccc(F)cc2Cl)c1C | IDE act = -4
O=C(Nc1ccccc1N1CCOCC1)c1cccnc1Cl | VIM-2 inh = 1.4

Additional compounds.
Molecule	FID counter	VIM-2 inh	NS3 helicase inh	PHOSPHO1 block	MEKK3 PB1 HTS	IDE act	p-CIP stab down	UBC9 SUMO inh	IMP-1 inh
CC(C)(CO)Nc1nc(Nc2ccccc2)nc(Nc2ccccc2)n1	-13	-4.9	-39	-7	111	2	1	-34	-5.5
CCN(CC)c1ccc(NC(=O)C2CC(=O)N(Cc3ccccc3)C2)cc1 (stereo not given)	-8	-2.1	4	-62	111	13	1	2	-3.8
Cc1ccccc1OCCN1C(=O)NC2(CCc3ccccc32)C1=O (stereo not given)	-12	-1.4	-13	10	105	7	-9	4	-3.1
Cc1csc2ncnc(N3CCN(S(=O)(=O)c4cccc(C(F)(F)F)c4)CC3)c12	-37	-0.8	-6	14	102	-1	-23	-17	-4.5
Cc1ccc(Nc2nnc(SCC(=O)Nc3cc(C(=O)O)ccc3C)s2)c(C)c1	-38	-3.2	-16	-10	97	10	-1	-14	-2.9
Cc1cccc(C(=O)N[C@H](C(=O)Nc2nccs2)C(C)C)c1	-3	-3.4	-4	3	105	-3	0	-5	-2.1
CCOc1ccc(Cc2nn[nH]n2)cc1	1	0.1	-1	25	97	4	0	12	0.1
Cc1ccc(OCc2cc(C(=O)N(C)CC3CCOCC3)no2)cc1C	-27	-1.6	1	14	105	2	-3	23	-0.1
COc1cc(NC(=O)Cc2ccc(OC)c(S(=O)(=O)N3CCOCC3)c2)c(OC)cc1Cl	-24	-2.8	-9	28	101	1	-6	4	-4.7
CC(CC(=O)N1CCN(S(=O)(=O)c2ccccc2)CC1)n1cncn1 (stereo not given)	-6	-2.9	8	19	103	5	-4	15	-4.4
Cc1nn(CCCC(=O)NCc2ccc(F)cc2)c(C)c1[N+](=O)[O-]	1	0.7	7	-1	101	2	2	-16	-0.9
Cc1cc(OCC(O)CN2CCOCC2)cc(C)c1Cl (stereo not given)	-1	-1.2	-13	8	97	5	5	7	0.0
COCCNC(=O)NC(=O)COC(=O)c1cccn1C	-1	0.1	-6	12	81	1	14	-6	2.1
O=C(Nc1ccccc1Cl)Nc1cccc2cccnc12	-7	-1.7	-6	x	107	4	12	2	-1.9
COc1ccc(NC(=O)c2ccc(OCc3c(C)noc3C)c(OC)c2)cn1	-7	0.6	-5	19	99	4	-12	7	-1.0
CCC(C)C(NC(=O)OC(C)(C)C)C(=O)NC(C)C(N)=O (stereo not given)	2	-3.0	7	21	100	-1	-5	1	-2.7
CC1C/C(=C\c2cccnc2)C(=O)/C(=C/c2cccnc2)C1 (stereo not given)	-17	1.4	6	-10	103	16	1	-2	-4.4
O=C1C2C3C=CC(C4CC34)C2C(=O)N1/N=C/c1cccs1 (stereo not given)	0	-2.0	4	0	95	2	-14	-1	-1.6
O=C(c1cc(S(=O)(=O)N2CCCC2)c(Cl)cc1Cl)N1CCCC1	-16	-1.7	2	37	103	5	-1	-9	-2.5
O=C(N/N=C/c1ccc(OC(=O)c2ccco2)cc1)c1ccncc1	-18	-4.1	0	48	104	-1	-5	10	-3.4
CCOc1ccc(CCNC(=O)Cn2nc(C)c3c(C)n(-c4ccccc4)nc3c2=O)cc1OCC	-35	-1.1	-1	34	104	8	0	11	-0.7
Cn1c(=O)c(-c2ccccc2N)nc2ccccc21	-3	-1.9	4	31	85	3	1	21	-2.2
O=C(c1ccccc1)N1CCN(c2ccc(Cl)cc2)CC1	-19	-2.2	0	6	106	1	-15	14	-2.9
CCNc1ccc(S(N)(=O)=O)cc1[N+](=O)[O-]	-2	-1.5	14	-21	100	-2	-5	-2	-1.7
CCOC(=O)C1=C(N)OC2=C(C(=O)CC(C)(C)C2)C1c1cccnc1 (stereo not given)	-4	2.4	-1	-8	103	4	-1	7	-0.3
Cn1nnnc1SC(C(=O)Nc1ccc(F)cc1)c1ccccc1 (stereo not given)	-5	-1.0	0	17	114	4	-37	-6	-3.6
COc1ccc(CNC(=O)CCNS(=O)(=O)c2cc(Br)cnc2N)cc1	-6	-3.7	11	18	95	3	0	x	-3.5
COc1ccccc1N(CC1CO1)S(=O)(=O)c1ccc(C)cc1 (stereo not given)	-16	0.1	-10	22	104	-1	-12	4	-2.0
COc1ccc(Br)cc1S(=O)(=O)N1CCCC1	0	0.6	-2	-8	107	4	2	-3	-4.2
Cc1ccc(NC(=O)N2CCCc3ccccc32)cc1C	-16	-2.2	-6	1	97	-2	-1	-1	-2.6
CC(C)CCNC(=O)c1cc2c(s1)-c1ccccc1S(=O)(=O)C2	-14	-4.7	5	32	106	1	-18	-10	-3.5
O=C(C1CCCO1)N1CCN(c2ccccn2)CC1 (stereo not given)	-2	-5.3	4	26	73*[inhibitor]	4	-13	16	-3.1
CSc1sc(C(=O)N2CCCCC2)c(-c2cccs2)c1C#N	-21	-1.1	1	-6	103	x	-3	2	-0.9
CN(CCCNC(=O)Cn1c(=O)c2cccn2c2ccccc21)Cc1ccccc1	4	0.5	11	21	102	3	-5	17	-2.7
COc1ccc(OC)c(Nc2nc(NCc3ccco3)nc(N)c2[N+](=O)[O-])c1	3	-0.7	-2	23	65	x	-1	14	-0.6
CC(=O)c1c(C)[nH]c(C(=O)OCC(=O)Nc2cc(C)on2)c1C	-3	-4.9	16	6	94	4	2	5	-1.4
COc1ccccc1C(=O)Nc1ccnn1C1CCN(Cc2ncc[nH]2)CC1	-5	-2.5	1	22	102	5	4	17	-1.2
CCOC(=O)CN1C(=O)/C(=C/c2ccc(Cl)cc2)Oc2ccccc21	-8	-0.3	16	25	100	-2	2	10	-2.3
O=C(CNS(=O)(=O)c1cccs1)N1CCN(c2ccccn2)CC1	-2	-2.5	-9	48	98	4	-11	-16	-1.6
Cc1c(Cl)cccc1NC(=S)NCc1ccc(Cl)cc1	-4	-1.1	-1	x	104	6	x	x	-2.0
CCCCC(=O)NN(C)c1nc(-c2ccccc2)nnc1C(F)(F)F	-1	-2.6	-8	28	100	-2	-2	9	-6.3
CCOc1ccc(-c2ccc(SCC(=O)Nc3nnc(CC)s3)nn2)cc1	-3	-2.9	-8	16	103	0	9	10	-2.9
COC(=O)C1=[N+]([O-])OC(C(=O)OC)C1c1c[nH]c2ccccc12 (stereo not given)	3	-0.9	3	-55	90	3	-7	11	-3.8
Cc1c(Cl)cccc1N(CC(=O)NC1CCCCC1)S(C)(=O)=O	-9	0.4	-3	1	105	3	1	4	-2.0
O=C(O/N=C1/CCSc2ccccc21)c1ccccc1	-12	-7.3	4	27	104	10	-9	5	-1.1
Cc1ccc(CN2CCN(Cc3cccn3-c3ccc(Cl)cn3)CC2CCO)o1 (stereo not given)	-2	1.1	6	32	98	0	-20	1	0.1
O=C(NCCO)/C(=C/c1cccc([N+](=O)[O-])c1)NC(=O)c1ccco1	18	-2.7	-7	36	106	4	-6	9	-3.1
COC(=O)c1ccc2nc(C)c(C)nc2c1	1	-2.5	-2	-41	94	1	-9	-7	3.4
CC(=O)n1nc(-c2ccco2)nc1N	1	-2.0	-5	-11	93	3	-10	-7	-2.1
CCn1c2ccccc2c2nnc(SCC(=O)N3CC(C)OC(C)C3)nc21 (stereo not given)	-25	8.3*	2	4	103	-5	-4	4	-1.5
CC(=O)c1ccc(NC(=O)CCNC(=O)c2ccccc2Cl)cc1	-6	-2.7	9	24	99	5	7	12	-2.8
O=C(NNC(=O)C12CC3CC(CC(C3)C1)C2)[C@@H]1C[C@H]1c1ccccc1	-18	-1.8	3	-3	98	0	-2	0	-1.6
Cc1cccn2c(=O)c3cc(C#N)c(=N)n(Cc4cccnc4)c3nc12	-3	-1.5	9	x	x	3	x	x	-2.0
